Screening results: PubChem BioAssay, Sanford-Burnham Center for Chemical Genomics
HKDC1 inhibitor: HKDC1 hexokinase inhibitors, primary screen, biochemical, fluorescence, uHTS; Q2TB90; recombinant HKDC1, G6PDH/diaphorase resazurin coupled fluorescence; inhibition, % at 20 µM; 340,000 tested, 0.16% active; AID 493160, 2011;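 active = inhibition above about 35% when tested at 20 µM, limit read from the data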;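 note: plate controls were DMSO wells with enzyme for no effect and DMSO wells lacking enzyme for full effect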
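Assay system – recombinant HKDC1 (HK5) hexokinase enzyme, produced in-house · Input – HKDC1 at 5 µg/mL · Reagent – glucose plus 1 mM ATP as hexokinase substrates · Timing – 90 min reaction incubation at room temperature, dark · Measured by – G6PDH/diaphorase-coupled fluorescence, 1 mM NADP, 100 µM resazurin, 525/613 nm · Benchmarks – DMSO-enzyme wells negative, buffer-substituted wells positive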
ATG4B inhibitor: ATG4B protease inhibitors, primary screen, biochemical, fluorescence, uHTS; ATG4B cleavage of LC3-PLA2, NBD-HPC fluorescence, 1 h; inhibition, % at 8.33 µM; 340,000 tested, 0.51% active; AID 504462, 2011; in the data active = inhibition above about 40%
Target sequence (Q9Y4P1 whole entry, looked up): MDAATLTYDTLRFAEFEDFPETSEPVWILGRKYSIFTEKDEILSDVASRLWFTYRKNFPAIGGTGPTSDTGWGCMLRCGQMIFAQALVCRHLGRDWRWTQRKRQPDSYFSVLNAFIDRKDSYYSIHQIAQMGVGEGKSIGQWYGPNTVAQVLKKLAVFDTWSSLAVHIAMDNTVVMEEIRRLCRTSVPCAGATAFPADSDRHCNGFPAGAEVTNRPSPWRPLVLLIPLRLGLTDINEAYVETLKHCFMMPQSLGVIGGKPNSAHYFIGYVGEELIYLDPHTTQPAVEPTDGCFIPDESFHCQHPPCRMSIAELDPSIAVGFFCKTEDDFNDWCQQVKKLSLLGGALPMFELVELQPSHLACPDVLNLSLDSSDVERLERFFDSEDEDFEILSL
MPTP block: mitochondrial permeability transition pore inhibitors, primary screen, biochemical, isolated mouse mitochondria, absorbance; Ca2+ swelling absorbance, 30 min; inhibition, % at 10 µM; 360,000 tested, 1.4% active;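 active = inhibition of 50% or more, scaled per plate between neutral and stimulator controls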;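 note: 0% = DMSO wells given calcium and 100% = 1 mM EGTA wells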
SENP8 block: human SENP8 protease inhibitors, primary screen, biochemical, fluorescence, Nedd8 protein substrate, uHTS; 360,000 tested, 0.64% active; AID 602440, 2012; Sentrin-specific protease 8 (Homo sapiens), Q96LD8; recombinant SENP8; inhibition, % at 20 µM; in the data active = inhibition mostly above about 40%, no sharp cut-off; inactive = mostly below about 27%
Target sequence (Q96LD8 whole entry, looked up): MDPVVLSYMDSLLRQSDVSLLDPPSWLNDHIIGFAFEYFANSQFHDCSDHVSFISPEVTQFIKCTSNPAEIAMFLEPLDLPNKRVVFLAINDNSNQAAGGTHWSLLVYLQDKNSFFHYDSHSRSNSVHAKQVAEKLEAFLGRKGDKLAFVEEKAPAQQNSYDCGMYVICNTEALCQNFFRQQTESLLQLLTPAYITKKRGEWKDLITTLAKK
SENP7 block: SENP7 protease inhibitors, primary screen, biochemical, luminescence, uHTS; Sentrin-specific protease 7 (Homo sapiens), Q9BQF6; recombinant SENP7, Z-RLRGG-aminoluciferin luminescence, 40 min; inhibition, % at 5 µM; 330,000 tested, 1.5% active; AID 434973, 2010;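 active = inhibition above about 50% at the single test dose, limit read from the data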;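 note: plate controls were DMSO with enzyme for no effect and no enzyme buffer wells for full effect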
Target sequence (Q9BQF6 706-1050 limits assumed): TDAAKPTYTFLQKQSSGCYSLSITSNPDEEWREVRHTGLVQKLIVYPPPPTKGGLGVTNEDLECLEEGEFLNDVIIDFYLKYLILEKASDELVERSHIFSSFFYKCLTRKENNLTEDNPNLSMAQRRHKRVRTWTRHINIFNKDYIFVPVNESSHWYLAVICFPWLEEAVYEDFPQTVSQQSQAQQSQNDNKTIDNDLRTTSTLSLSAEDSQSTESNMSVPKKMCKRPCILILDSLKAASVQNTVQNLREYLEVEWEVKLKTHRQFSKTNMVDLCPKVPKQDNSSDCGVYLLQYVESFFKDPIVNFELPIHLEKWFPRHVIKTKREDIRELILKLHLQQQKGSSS
PfGluPho inh: PfG6PD enzyme inhibitors, primary screen, biochemical, fluorescence intensity, uHTS. glucose-6-phosphate dehydrogenase-6-phosphogluconolactonase (Plasmodium falciparum 3D7). PfGluPho enzyme, NADPH resazurin-diaphorase fluorescence. inhibition, % at 20 µM. 350,000 tested, 0.78% active. AID 504690, 2011;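 active = inhibition reaching at least a set limit at 20 µM in the primary screen, cut at about 59% in these data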;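 note: 0% = DMSO wells with substrate and 100% = DMSO wells lacking glucose-6-phosphate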
SENP6 inh: SENP6 protease inhibitors, primary screen, biochemical, luminescence, uHTS. Sentrin-specific protease 6 (Homo sapiens), Q9GZR1. Recombinant SENP6 catalytic domain, aminoluciferin luminescence. inhibition, % at 10 µM. 330,000 tested, 1.8% active;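 active = inhibition above about 50% at the single tested dose, limit read from the data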;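 note: plate controls were DMSO wells with enzyme for no effect and DMSO wells lacking enzyme for full effect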
GRIN3A LBD mod: binders of NR3A ligand-binding domain, primary screen, biophysical, differential scanning fluorimetry, uHTS; NR3A LBD differential scanning fluorimetry, Tm shift; 0% = protein alone, 100% = glycine-bound protein; AID 1259313, 2017; 340,000 tested, 2.5% active; Tm shift relative to glycine control, % at 25 µM;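 active = melting temperature shift of at least 10% of the positive control shift, at one fixed dose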
Active calls of the source: *; i = inactive.

SMILES	HKDC1 inhibitor	ATG4B inhibitor	MPTP block	SENP8 block	SENP7 block	PfGluPho inh	SENP6 inh	GRIN3A LBD mod
Cc1cc(C)n2c(SCC(=O)N3CCN(S(=O)(=O)c4ccc(Cl)cc4)CC3)nnc2n1	3	-12	-1.7	-79	7	-6	16	-2
Cc1ccc(C)c(OCCCC(=O)O)c1	-4	-3	-2.3	17	5	-21	0	-2
O=C1c2ccccc2C(=O)N1CCC(=O)N1CCCc2ccccc21	-5	-1	-5.6	23	5	4	-15	0
Cc1c(NC(=O)CSCc2ccco2)c(=O)n(-c2ccccc2)n1C	3	-1	0.6	19	-13	-13	-10	-4
CCOc1nnc(C)c2c(C)n(-c3cccc(OC)c3)nc12	6	-6	-1.0	16	2	14	9	1
C/C(O)=C(\C#N)c1nc2ccccc2[nH]1	-2	-8	-12	11	8	-22	-12	0
CC(=O)N1CCN(S(=O)(=O)c2cccc(C(=O)OCC(=O)N3CC(=O)Nc4ccccc43)c2)CC1	-7	-10	-2.5	1	-2	-11	-10	-1
COc1cccc(CN2CCNC(=O)C2CC(=O)NCCn2cccn2)c1OC (stereo not drawn)	-2	-7	2.9	-12	4	-8	-8	1
CCCc1cc(C(=O)Cc2ccc(C(=O)OCC)o2)c(O)cc1O	1	-7	5.4	-67	-4	-1	-10	-6
COc1ccc(-c2csc(NC(=O)COC(=O)c3ccco3)n2)cc1	-3	8	1.0	17	8	60*	-14	0
COc1cccc(CNC(=O)[C@H](CCSC)NC(=O)N2CCn3c2nc2ccccc23)c1	-1	-5	1.4	6	-6	16	-4	-1
COc1ccc(OC)c(-c2csc(N(CC3CCCO3)C(=O)Cc3ccccc3)n2)c1 (stereo not drawn)	-3	0	1.3	9	7	10	-11	-1
Cc1cc(C)cc(N(CC(=O)Nc2cc(C)ccc2C)S(=O)(=O)c2c(C)[nH]c(=O)[nH]c2=O)c1	-3	5	-0.8	1	1	-18	-36	0
O=C(O)c1cc(-c2cccs2)nn1-c1ccccc1	2	2	-0.7	7	1	-39	-6	0
CCCCc1ccc(N=N/C(C(=O)Nc2ccccc2OC)=C(/C)O)cc1	0	-5	2.6	36	7	2	3	5
COc1cc2nc(N(CCCN(C)C)C(=O)c3ccc(C(=O)c4ccccc4)cc3)sc2cc1OC	-4	-1	33	18	-1	11	-3	0
C/C(=N\NC(=O)CN1CCN(Cc2ccccc2)CC1)c1cccs1	-2	-15	2.2	7	12	2	-42	0
Cc1ccc(S(=O)(=O)NCCC(=O)NCCCSc2ccccc2)cc1	1	1	0.7	-13	-5	-10	-8	1
CCC(C)c1ccccc1N1CC(C(=O)Nc2cc(S(=O)(=O)N3CCOCC3)ccc2OC)CC1=O (stereo not drawn)	1	-7	-1.4	6	-3	5	-4	-1
COC(=O)CCC(=O)OC1(C)C(=O)C=C2C=C(C3CC3)N(C3CCCCC3)C=C2C1=O (stereo not drawn)	12	-2	-0.1	-30	0	46	21	-2
C=CCN(CC=C)S(=O)(=O)c1ccc(NC(=S)NC(=O)Cc2ccc(OC)cc2)cc1	11	-9	-0.7	-1	1	2	-1	-2
Cc1nnc(N/N=C/c2ccccc2O)n1N	-14	-7	-0.5	32	6	32	1	-2
CCCCN(C)Cc1cc(=O)oc2cc3c(cc12)CCCC3	-1	-5	0.6	-9	5	3	4	-2
O=C(CN(C(=O)CCC(=O)Nc1nccs1)c1ccc2c(c1)OCO2)NCC1CCCO1 (stereo not drawn)	-10	4	-4.6	29	-3	9	-13	-1
COC(=O)c1c(NC(=O)c2ccc(C)cc2)sc(Cc2ccccc2)c1C	-17	-8	3.3	i	1	-4	-9	1

Part of the list above in order of length of the SMILES, high to low.
SMILES	HKDC1 inhibitor	ATG4B inhibitor	MPTP block	SENP8 block	SENP7 block	PfGluPho inh	SENP6 inh	GRIN3A LBD mod
CCCCc1ccc(N=N/C(C(=O)Nc2ccccc2OC)=C(/C)O)cc1	0	-5	2.6	36	7	2	3	5
C/C(=N\NC(=O)CN1CCN(Cc2ccccc2)CC1)c1cccs1	-2	-15	2.2	7	12	2	-42	0
C/C(O)=C(\C#N)c1nc2ccccc2[nH]1	-2	-8	-12	11	8	-22	-12	0

Single records, as listed above. Order of values: HKDC1 inhibitor	ATG4B inhibitor	MPTP block	SENP8 block	SENP7 block	PfGluPho inh	SENP6 inh	GRIN3A LBD mod
Record of CCOc1nnc(C)c2c(C)n(-c3cccc(OC)c3)nc12 → 6	-6	-1.0	16	2	14	9	1
Record of CC(=O)N1CCN(S(=O)(=O)c2cccc(C(=O)OCC(=O)N3CC(=O)Nc4ccccc43)c2)CC1 → -7	-10	-2.5	1	-2	-11	-10	-1

Additional compounds.
SMILES	HKDC1 inhibitor	ATG4B inhibitor	MPTP block	SENP8 block	SENP7 block	PfGluPho inh	SENP6 inh	GRIN3A LBD mod
Cc1nc(Nc2cccc(C(F)(F)F)c2)nc2c1C(=O)CC(C)C2 (stereo not drawn)	-6	-2	-0.2	-48	-2	12	-1	-2
O=C(CSc1ccccc1)Nc1nnc(C2CC2)s1	-3	-3	-0.5	-3	-7	-2	-2	-3
COc1cc(C(=O)Nc2cc(Cl)ccc2C)c(-n2cnnn2)cc1OC	9	-5	-1.1	24	-4	5	2	-1
CC(Oc1ccc(C(=O)c2ccc(F)cc2)cc1)C(=O)N1CCOCC1 (stereo not drawn)	-3	1	-2.7	10	-4	-2	3	0
Clc1ccccc1C(c1nnnn1Cc1ccco1)N1CCN(Cc2ccco2)CC1 (stereo not drawn)	4	10	0.5	11	-2	17	-8	0
Cc1ccccc1N1CCN(C(=S)c2ccccc2)CC1	-7	20	-1.2	24	-10	-6	-7	0
O=C(COc1ccc2ccc(=O)oc2c1)N1CCN(C(=O)C2COc3ccccc3O2)CC1 (stereo not drawn)	-8	-13	-1.0	-172	-14	11	14	-2
COc1ccc(Oc2ncnc3c2oc2ccc(Br)cc23)cc1	-1	-4	-0.3	32	-12	-2	-13	0
O=C(C1CCC(CNS(=O)(=O)c2cccc3nsnc23)CC1)N1CC=C(c2ccccc2)CC1 (stereo not drawn)	2	-3	2.0	-2	-8	2	6	-1
Cn1c(NN)nc2ccccc2c1=O	-7	-2	-1.1	2	10	-13	6	-1
CC(C)CCOCc1nc2sc3c(c2c(=O)[nH]1)CCC(C)C3 (stereo not drawn)	-2	-5	1.4	-47	2	3	-16	0
O=C(COc1ccc(Br)cc1)NCCCNC(=O)c1cnccn1	-2	-17	-1.8	8	-1	0	-2	2
CCc1cc(/C(Cc2csc(C)n2)=N/O)c(O)cc1O	9	2	5.1	14	0	-15	-10	-1
COc1cccc(Nc2nnc(SCC(=O)N3CCOCC3)s2)c1	-5	2	0.3	15	6	4	0	-6
COc1ccc(CCNC(=O)c2nnn(-c3cc(C)cc(C)c3)c2N)cc1OC	-1	4	0.9	12	0	5	-9	-2
CCO/C=C/C(O)(CNC(=O)COc1ccccc1F)C(F)(F)F (stereo not drawn)	-7	6	-0.1	6	-2	-5	-4	0
Cc1cccc(C)c1NC(=O)CSc1nnnn1-c1ccc(C(=O)O)cc1	-3	-6	9.3	18	2	-4	-26	1
CC1CCN(C(=O)/C(=C\c2ccco2)NC(=O)c2ccccc2)CC1	-2	-5	1.0	9	4	-6	-23	-2
O=C1/C(=C\c2ccco2)SC(=S)N1Cc1ccccc1	5	1	3.2	38	-1	10	-14	-7
O=C(Nc1ccc(Br)c(C(F)(F)F)c1)c1ccccc1	0	14	100*	9	3	38	27	8
O=C(Cn1c(C(F)(F)F)nc2ccccc21)Oc1cccc(C(F)(F)F)c1	-2	-1	-0.4	22	-8	-12	-8	-9
CCC(NC(=O)c1cc(COc2ccc(OC)cc2Cl)on1)c1ccncc1 (stereo not drawn)	-3	-4	-0.5	-1	-7	6	3	1
CCOC(=O)C1CCCN(c2nc3ccccc3nc2C(C#N)C(=O)NCc2ccccc2)C1 (stereo not drawn)	2	3	-2.6	-337	7	4	-10	3
Cc1ccc(-c2cc(C(=O)Nc3ccccc3C)c3ccccc3n2)o1	2	-6	-0.6	-53	-8	57	-23	-1
COc1ccc(/C(N)=N/OC(=O)CSc2ccc(C)cc2)cc1OC	-10	-2	0.0	13	-9	11	-12	0
SMILES	HKDC1 inhibitor	ATG4B inhibitor	MPTP block	SENP8 block	SENP7 block	PfGluPho inh	SENP6 inh	GRIN3A LBD mod
C#CCn1cnc2c(oc3ccccc32)c1=O	-7	-5	-0.8	6	10	-2	14	0
CN1CCN(c2nc(-c3ccccn3)nc3ccccc23)CC1	11	2	-0.5	11	11	-2	0	1
O=C(O)CCCCCNc1nc2ncn(Cc3ccccc3)c2c(=O)[nH]1	-10	-7	0.3	13	0	-1	-10	-1
O=C(O)CCn1c(SCc2cc(=O)n3ccccc3n2)nc2ccsc2c1=O	-5	-7	0.1	-192	-7	8	-15	1
COc1ccc(NC2=C(Cl)C(=O)N(CCc3ccccc3)C2=O)cc1	4	15	2.9	34	-27	18	-9	1
O=C(O)C1C2CCC(O2)C1C(=O)Nc1ccc(OC(F)F)cc1 (stereo not drawn)	-3	-3	0.3	22	0	6	15	-1
Cc1ccc(OCCC(=O)OCC(=O)C(C)(C)C)cc1	3	1	-2.2	10	2	6	5	1
COc1cc(NC(=O)c2ccc(OCc3c(C)noc3C)c(OC)c2)cc(OC)c1	6	-1	0.4	34	-7	-4	-4	-2
O=C(Nc1ccc2nc(-c3ccc(Br)o3)[nH]c2c1)c1cccs1	6	-12	0.1	-190	8	86*	-19	21*
CCOC(=O)C1=C(C)NC(=O)NC1c1ccccc1OCc1c(F)cccc1Cl (stereo not drawn)	6	1	2.0	25	4	-8	-8	-3
CCC(C)NC(=O)CS(=O)Cc1nc(-c2cccc(C)c2)oc1C (stereo not drawn)	1	-5	-3.0	8	1	4	-10	-11
Cc1nc2cc(Cl)c(Cl)cc2n1-c1ccccn1	-10	-1	-0.1	-491	-8	-13	3	1
O=C(NCC1CCCN1S(=O)(=O)c1cccs1)c1ccccc1F (stereo not drawn)	-2	-4	-3.0	6	-4	2	0	0
COC(=O)C[n+]1cccc2ccccc21	-7	-7	-0.2	-101	-6	0	-4	-1
COc1cc(/C=N/Nc2ccc(C(F)(F)F)cn2)ccc1O	16	2	1.2	-240	-4	30	10	30*
CCn1nc(C(=O)NNC(=O)COc2ccccc2C)c2ccccc2c1=O	-7	0	-0.1	10	1	-27	1	-2
Cc1cc(=O)oc2cc(OCC(=O)N3CCC(O)CC3)c(Cl)cc12	-4	2	-0.6	-211	0	-1	-5	0
CN(C)CCCn1cnc2c(c1=N)C(c1ccccc1)c1ccc3ccccc3c1O2 (stereo not drawn)	0	8	-4.3	16	-4	-7	-6	1
O=C(COC(=O)CNC(=O)c1ccc(Br)cc1)Nc1nnc(-c2ccccc2)o1	6	1	-1.2	7	-1	-3	-4	-1
Cn1cc(Cl)c(C(=O)N/N=C/c2ccc(OS(=O)(=O)c3ccccc3)cc2)n1	8	7	1.6	19	3	3	-10	-20
O=C(CN(C(=O)CCC(=O)Nc1ccccn1)C1CCCC1)NCc1ccccc1	4	1	1.1	3	2	-19	-12	7
CC(C)(C)c1ccccc1NC(=O)c1cccnc1	-11	-2	-0.1	7	-3	-12	-13	1
Cc1c(CCOC(=O)C23CC4CC(CC(C)(C4)C2)C3)sc[n+]1CC(=O)c1ccccc1	14	11	4.6	8	4	10	-22	-2
COc1ccc(NC(=O)COC(=O)CNS(=O)(=O)c2ccc(F)c(F)c2F)cc1OC	-2	-11	1.0	9	-1	-5	-4	5
C/C(=N/NS(=O)(=O)c1ccc(Br)cc1)c1ccc(NC(=O)c2ccc(C)o2)cc1	-2	-11	-0.7	10	-6	-2	1	1
